PPC-1+TRAIL kill = kills PPC-1 cancer cells in the presence of TRAIL | cell killing (% activity), % at 4 µM | PPC-1 cells + TRAIL, ATPLite viability luminescence | 0.41% of 220,000 active;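 active means cell killing above 50% in the first pass at 4 µM, then a duplicate retest at 5 µM averaging 50% or more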;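 further: plate controls were cells with TRAIL plus DMSO for no effect and medium-only wells lacking cells for full effect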
TRPML3 agonist = activates the human TRPML3 channel; activation, % at 3 µM; 0.29% of 220,000 active; HEK293 TRPML3-YFP, Fluo-8 calcium fluorescence; 100% = the carbachol control signal; Q8TDD5;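 active means activation above its plate's cutoff, the mean activation of the plate's test wells plus 3 SD, cut at about 12% in these data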;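 further: 0% = DMSO only wells and 100% = carbachol wells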
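Test system: HEK293 cells stably carrying human TRPML3-YFP; Doses: single dose, 3 µM final nominal compound, 0.3% DMSO final; Schedule: dye loading 1 h 37 °C then 30 min ambient, 125 s read; Technique: Fluo-8 calcium fluorescence; Benchmarks: high control carbachol 87 µM, low control DMSO.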
BaF3 parental = counter-screen for JAK2V617F inhibitors: parental Ba/F3 viability inhibitors. CellTiter-Glo ATP luminescence. inhibition, % at 5.6 µM. 1.1% of 220,000 active;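 active means inhibition above a per-campaign cutoff, the mean inhibition of all tested compounds plus 3 SD, cut at about 27% in these data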;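 further: 0% = DMSO wells and 100% = JAK Inhibitor I control wells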
CHOP inh = CHOP inhibition in unfolded protein response | CHO-K1 CHOP-promoter luciferase, tunicamycin-induced, 15-18 h | inhibition, % at 10 µM | 3.8% of 220,000 active;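 active means compounds that reduced the stress-induced luciferase reporter signal by more than about 70% of percent inhibition, limit read from the data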;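 further: 0% = tunicamycin plus vehicle and 100% = wells without tunicamycin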
TNF death inh = blocks TNF-alpha induced death of Jurkat FADD-/- cells; activation (protection from cell death), % at 10 µM; 0.068% of 220,000 active; Jurkat FADD-/- TNF necroptosis rescue, ATP luminescence, 24 h; 0 = TNF only, 100 = no-TNF cells;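 active means activation, meaning protection from cell death, of at least 50% relative to plate controls; inactive means activation below 50%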;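 further: necroptosis triggered by 40 ng/mL TNF-alpha added together with compound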
Wee1 degr inh = inhibitors of human Wee1 degradation. P30291. HeLa Luc-Wee1K328M stability, luciferase luminescence; 100% = proteasome inhibitor MG132 effect. reporter increase, % at 5 µM. 1.2% of 220,000 active;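 active means activation above the mean of all tested compounds plus 3 SD, set per screening run, cut at about 8.8% in these data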;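 further: cells exposed to compound for 20 h before luminescence read; 0% = DMSO alone and 100% = MG132 at 30 µM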
Target sequence (P30291 whole entry K328M): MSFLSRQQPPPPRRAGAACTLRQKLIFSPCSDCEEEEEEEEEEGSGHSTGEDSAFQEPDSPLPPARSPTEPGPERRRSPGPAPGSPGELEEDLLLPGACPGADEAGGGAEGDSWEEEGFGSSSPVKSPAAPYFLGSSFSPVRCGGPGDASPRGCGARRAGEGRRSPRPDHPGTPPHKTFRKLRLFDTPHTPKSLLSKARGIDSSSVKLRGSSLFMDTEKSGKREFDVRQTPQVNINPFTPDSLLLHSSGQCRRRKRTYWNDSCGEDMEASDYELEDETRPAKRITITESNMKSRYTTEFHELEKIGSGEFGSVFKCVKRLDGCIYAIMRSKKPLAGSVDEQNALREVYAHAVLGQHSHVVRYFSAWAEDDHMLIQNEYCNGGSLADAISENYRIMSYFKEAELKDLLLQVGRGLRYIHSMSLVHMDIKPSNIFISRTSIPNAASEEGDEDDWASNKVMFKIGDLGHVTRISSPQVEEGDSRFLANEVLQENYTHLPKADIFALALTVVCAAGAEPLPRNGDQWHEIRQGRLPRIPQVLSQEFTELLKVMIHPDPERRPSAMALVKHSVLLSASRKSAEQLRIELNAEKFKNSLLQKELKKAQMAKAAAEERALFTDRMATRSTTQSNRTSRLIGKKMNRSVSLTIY
Ba/F3 V617F tox = loss of viability in JAK2V617F-driven Ba/F3 cells; Ba/F3 EpoR-JAK2V617F viability, ATP luminescence; inhibition, % at 5.6 µM; 1.1% of 220,000 active; AID 1446;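 active means inhibition above the campaign mean plus 3 SD over all tested compounds, cut at about 24% in these data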;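 further: cytokine-independent growth of Ba/F3 cells driven by EpoR plus mutant JAK2; 0% = DMSO-treated cells and 100% = JAK inhibitor I control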
RBBP9 inhibitor = inhibitors of human serine hydrolase RBBP9. O75884. recombinant RBBP9, FP-Rh probe fluorescence polarization. inhibition, % at 7.94 µM. 0.2% of 220,000 active. AID 1515;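 active means inhibition above the campaign mean of all tested compounds plus 3 SD, cut at about 14% in these data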;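 further: plate controls were DMSO wells with RBBP9 for no effect and wells lacking RBBP9 protein for full effect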
Target sequence (O75884 whole entry, looked up): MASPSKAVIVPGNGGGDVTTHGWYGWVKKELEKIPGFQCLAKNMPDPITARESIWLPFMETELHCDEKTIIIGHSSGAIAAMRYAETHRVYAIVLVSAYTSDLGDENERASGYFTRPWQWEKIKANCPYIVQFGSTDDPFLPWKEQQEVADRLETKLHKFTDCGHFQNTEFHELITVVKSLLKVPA
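Assay system: recombinant human RBBP9; Reagent: Serine-hydrolase probe FP-Rh, 375 nM pre-mixing; Doses: 7.94 µM single dose, 0.794% DMSO; Incubation: 30 min then 45 min, 25 °C; Detection: fluorescence polarization (mP), excitation 525 nm, emission 598 nm; Evaluation: percent inhibition from mP, scaled between DMSO and no-protein wells.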
zfTRPN1 agonist = agonists of zebrafish TRPN1 channel. HEK293 zebrafish TRPN1-YFP, Fluo-8 calcium fluorescence; 100% = response to 87 µM carbachol. activation, % at 3 µM. 0.18% of 220,000 active. AID 1424;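 active means activation above its plate's cutoff, the mean activation of test wells on that plate plus 3 SD, cut at about 19% in these data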;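 further: 0% = DMSO alone and 100% = 87 µM carbachol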
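Assay system: Zebrafish TRPN1-YFP in HEK293 cells | Incubation: Dye loading 1 h at 37 °C, then 30 min room temperature | Measured by: Kinetic Fluo-8 fluorescence, ex 470-495, em 515-575 nm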
Numbers without * were called inactive.

The opening 3 entries (preview)
What do the screens show for `Cc1ccc(NC(=O)CS(=O)CC(=O)Nc2ccc(N3CCOCC3)cc2)cc1Cl` (configuration not stated)?
PPC-1+TRAIL kill: 19; TRPML3 agonist: -0.4; BaF3 parental: 8; CHOP inh: 25; TNF death inh: 0.3; Wee1 degr inh: 1; Ba/F3 V617F tox: 7; RBBP9 inhibitor: -2; zfTRPN1 agonist: 0.4

How did CCCCc1nc2n[nH]c(N)c2c2c1CCCC2 do in these assays?
PPC-1+TRAIL kill: -6; TRPML3 agonist: -0.1; BaF3 parental: 0; CHOP inh: 11; TNF death inh: -2.5; Wee1 degr inh: -3; Ba/F3 V617F tox: 4; RBBP9 inhibitor: 4; zfTRPN1 agonist: -1.4

What do the screens show for `CC(C)=CCN1CCN(Cc2c(C)nn(C)c2Cl)CC1CCO` (configuration not stated)?
TRPML3 agonist: 0.5; BaF3 parental: 3; CHOP inh: -14; TNF death inh: 0.9; Wee1 degr inh: -1; Ba/F3 V617F tox: 1; RBBP9 inhibitor: -6; zfTRPN1 agonist: 0.3

Main list (from the top)
What do the screens show for `Cc1ccc(NC(=O)CS(=O)CC(=O)Nc2ccc(N3CCOCC3)cc2)cc1Cl` (configuration not stated)?
PPC-1+TRAIL kill: 19; TRPML3 agonist: -0.4; BaF3 parental: 8; CHOP inh: 25; TNF death inh: 0.3; Wee1 degr inh: 1; Ba/F3 V617F tox: 7; RBBP9 inhibitor: -2; zfTRPN1 agonist: 0.4

How did CCCCc1nc2n[nH]c(N)c2c2c1CCCC2 do in these assays?
PPC-1+TRAIL kill: -6; TRPML3 agonist: -0.1; BaF3 parental: 0; CHOP inh: 11; TNF death inh: -2.5; Wee1 degr inh: -3; Ba/F3 V617F tox: 4; RBBP9 inhibitor: 4; zfTRPN1 agonist: -1.4

What do the screens show for `CC(C)=CCN1CCN(Cc2c(C)nn(C)c2Cl)CC1CCO` (configuration not stated)?
TRPML3 agonist: 0.5; BaF3 parental: 3; CHOP inh: -14; TNF death inh: 0.9; Wee1 degr inh: -1; Ba/F3 V617F tox: 1; RBBP9 inhibitor: -6; zfTRPN1 agonist: 0.3

Results for COc1ccccc1CNc1n[nH]c(NCc2ccccc2OC)n1 ?
PPC-1+TRAIL kill: 15; TRPML3 agonist: -0.1; BaF3 parental: 3; CHOP inh: 8; TNF death inh: 1.1; Wee1 degr inh: -3; Ba/F3 V617F tox: -2; RBBP9 inhibitor: 4; zfTRPN1 agonist: -1.1

What do the screens show for `CCN(CC)S(=O)(=O)c1cccc(-c2nnc(SCc3ncc(-c4ccccc4)o3)n2C)c1`?
PPC-1+TRAIL kill: 31; TRPML3 agonist: 0.2; BaF3 parental: -12; CHOP inh: 11; TNF death inh: -3.8; Wee1 degr inh: 3; Ba/F3 V617F tox: 0; RBBP9 inhibitor: -5; zfTRPN1 agonist: 0.7

What do the screens show for `Nc1nc(-c2ccccc2)cc(N2CCCCC2)n1`?
PPC-1+TRAIL kill: 16; TRPML3 agonist: 0.2; BaF3 parental: 77*; TNF death inh: -9.8; Wee1 degr inh: 1; Ba/F3 V617F tox: 70*; RBBP9 inhibitor: -4; zfTRPN1 agonist: -0.6

Results for O=C(Nc1nncs1)c1c(F)c(F)c(F)c(F)c1F ?
PPC-1+TRAIL kill: 16; TRPML3 agonist: -0.3; BaF3 parental: 7; CHOP inh: -38; TNF death inh: -0.7; Wee1 degr inh: -3; Ba/F3 V617F tox: 0; RBBP9 inhibitor: -6; zfTRPN1 agonist: 1.0

Results for CCN(CC(=O)Nc1c(C(=O)OC)[nH]c2ccc(C)cc12)c1ccc2c(c1)OCO2 ?
PPC-1+TRAIL kill: 8; TRPML3 agonist: -0.7; BaF3 parental: 3; CHOP inh: 57; TNF death inh: -11; Wee1 degr inh: -2; Ba/F3 V617F tox: -2; RBBP9 inhibitor: -6; zfTRPN1 agonist: 2.0

How did COC(=O)NC(=S)N1CCOCC1 do in these assays?
PPC-1+TRAIL kill: 15; TRPML3 agonist: 0.7; BaF3 parental: 3; CHOP inh: 2; TNF death inh: 2.4; Wee1 degr inh: 1; Ba/F3 V617F tox: -5; RBBP9 inhibitor: -8; zfTRPN1 agonist: 0.5

Results for CC(=O)N1N=C(c2cccc([N+](=O)[O-])c2)OC1c1cccc(Br)c1 (configuration not stated) ?
PPC-1+TRAIL kill: 14; TRPML3 agonist: 0.8; BaF3 parental: -2; CHOP inh: 27; TNF death inh: -1.0; Wee1 degr inh: 0; Ba/F3 V617F tox: -2; RBBP9 inhibitor: -5; zfTRPN1 agonist: 0.8

What do the screens show for `S=c1[nH]ccn1-c1ccc(Cl)cc1`?
PPC-1+TRAIL kill: 10; TRPML3 agonist: -0.4; BaF3 parental: 4; CHOP inh: 3; TNF death inh: -1.5; Wee1 degr inh: 3; Ba/F3 V617F tox: 1; RBBP9 inhibitor: -2; zfTRPN1 agonist: 0.4

Results for CC1(C)CC(=O)C2=C(C1)NC1=C(C(=O)c3ccccc31)C2c1ccc(Cl)cc1 (configuration not stated) ?
PPC-1+TRAIL kill: 21; TRPML3 agonist: 0.1; BaF3 parental: 8; CHOP inh: 10; TNF death inh: 1.1; Wee1 degr inh: 0; Ba/F3 V617F tox: 2; RBBP9 inhibitor: -4; zfTRPN1 agonist: -1.1

What do the screens show for `CCc1ccc(NC(=O)C(=O)NCC(O)c2ccccc2)cc1` (configuration not stated)?
PPC-1+TRAIL kill: 17; TRPML3 agonist: 0.8; BaF3 parental: 0; CHOP inh: 13; TNF death inh: 1.2; Wee1 degr inh: -2; Ba/F3 V617F tox: 1; RBBP9 inhibitor: -5; zfTRPN1 agonist: 0.4

What do the screens show for `O=C(Cc1ccccc1)Nc1ccc(N2CCOCC2)cc1N1CCOCC1`?
PPC-1+TRAIL kill: -8; TRPML3 agonist: 0.7; BaF3 parental: -1; CHOP inh: 25; TNF death inh: -1.0; Wee1 degr inh: -3; Ba/F3 V617F tox: -2; RBBP9 inhibitor: 0; zfTRPN1 agonist: 2.7

What do the screens show for `CN1C=CC(=C2C(=O)c3ccccc3C2=O)C=C1`?
PPC-1+TRAIL kill: 46; TRPML3 agonist: 1.1; BaF3 parental: 2; CHOP inh: 17; TNF death inh: -2.0; Wee1 degr inh: 4; Ba/F3 V617F tox: 4; RBBP9 inhibitor: -3; zfTRPN1 agonist: 1.4

How did CC(=O)O[C@H]1CC[C@@]2(C)C(CCC3C2CC[C@]2(C)OC(=O)CCC32)C1 (some centres not stated) do in these assays?
PPC-1+TRAIL kill: 26; TRPML3 agonist: -0.7; BaF3 parental: 2; CHOP inh: -4; TNF death inh: -1.8; Wee1 degr inh: -1; Ba/F3 V617F tox: 2; RBBP9 inhibitor: -6; zfTRPN1 agonist: -0.2

Results for CCOC(=O)c1c(NCC2CCCO2)c2ccccc2[nH]c1=O (configuration not stated) ?
PPC-1+TRAIL kill: 27; TRPML3 agonist: 0.6; BaF3 parental: 5; CHOP inh: 11; TNF death inh: -1.9; Wee1 degr inh: 3; Ba/F3 V617F tox: 5; RBBP9 inhibitor: 2; zfTRPN1 agonist: 0.2

Results for O=C(CCN1C(=O)c2cccc3cccc(c23)C1=O)NCC1CCCO1 (configuration not stated) ?
PPC-1+TRAIL kill: 2; TRPML3 agonist: 0.7; BaF3 parental: -1; CHOP inh: 9; TNF death inh: 5.1; Wee1 degr inh: -1; Ba/F3 V617F tox: -4; RBBP9 inhibitor: 8; zfTRPN1 agonist: 1.1

How did CC(C)(C)C(=O)Nc1nc2cc3c(cc2s1)OCO3 do in these assays?
PPC-1+TRAIL kill: 3; TRPML3 agonist: 2.3; BaF3 parental: 2; CHOP inh: 39; TNF death inh: 1.8; Wee1 degr inh: -3; Ba/F3 V617F tox: -4; RBBP9 inhibitor: 9; zfTRPN1 agonist: 0.8

What do the screens show for `Nn1c(SCc2cccc(F)c2)nnc1-c1ccncc1`?
PPC-1+TRAIL kill: 0; TRPML3 agonist: 0.2; BaF3 parental: 4; CHOP inh: -5; TNF death inh: 1.2; Wee1 degr inh: -1; Ba/F3 V617F tox: -2; RBBP9 inhibitor: 0; zfTRPN1 agonist: -0.5

How did CCOC(=O)C1=NN(c2ccccc2)C(=O)C1 do in these assays?
PPC-1+TRAIL kill: 20; TRPML3 agonist: 0.1; BaF3 parental: -1; CHOP inh: 16; TNF death inh: 1.6; Wee1 degr inh: 7; Ba/F3 V617F tox: -5; RBBP9 inhibitor: 8; zfTRPN1 agonist: -0.2

How did C=CCS(=O)(=O)c1nc2ccccc2s1 do in these assays?
PPC-1+TRAIL kill: 5; TRPML3 agonist: 0.5; BaF3 parental: 2; CHOP inh: -9; TNF death inh: 1.5; Wee1 degr inh: 4; Ba/F3 V617F tox: 15; RBBP9 inhibitor: -2; zfTRPN1 agonist: 0.8

What do the screens show for `COc1cc(SC)ccc1C(=O)NCCN1CCOCC1`?
PPC-1+TRAIL kill: 8; TRPML3 agonist: -0.2; BaF3 parental: 2; CHOP inh: 10; TNF death inh: 6.0; Wee1 degr inh: -2; Ba/F3 V617F tox: -5; RBBP9 inhibitor: 3; zfTRPN1 agonist: 0.7

What do the screens show for `CCN1C(=O)CC(Sc2ccccc2C(=O)O)C1=O` (configuration not stated)?
PPC-1+TRAIL kill: -9; TRPML3 agonist: 0.4; BaF3 parental: 2; CHOP inh: 8; TNF death inh: 0.6; Wee1 degr inh: -2; Ba/F3 V617F tox: 1; RBBP9 inhibitor: -8; zfTRPN1 agonist: -1.5

What do the screens show for `C=CCn1c(COc2ccccc2)nnc1SCC(=O)N/N=C/c1ccc(C)cc1`?
PPC-1+TRAIL kill: 19; TRPML3 agonist: -0.7; BaF3 parental: 4; CHOP inh: 40; TNF death inh: -6.6; Wee1 degr inh: 4; Ba/F3 V617F tox: 1; RBBP9 inhibitor: 2; zfTRPN1 agonist: -1.4

Results for Cc1ccc(Sc2cnc3ccccc3n2)cc1 ?
PPC-1+TRAIL kill: -5; TRPML3 agonist: 0.7; BaF3 parental: 4; CHOP inh: 86*; TNF death inh: 4.4; Wee1 degr inh: 1; Ba/F3 V617F tox: -1; RBBP9 inhibitor: 2; zfTRPN1 agonist: 0.6

How did CC(=O)c1cccc(NC(=O)c2cc(Cl)sc2Cl)c1 do in these assays?
PPC-1+TRAIL kill: -6; TRPML3 agonist: 0.3; BaF3 parental: 6; CHOP inh: 6; TNF death inh: 2.2; Wee1 degr inh: 8; Ba/F3 V617F tox: 1; RBBP9 inhibitor: -2; zfTRPN1 agonist: 0.3

Results for O=C(Cn1c(-c2ccccc2)c[n+]2ccsc12)c1ccc(Br)cc1 ?
PPC-1+TRAIL kill: 2; TRPML3 agonist: -0.1; BaF3 parental: 40*; CHOP inh: -24; TNF death inh: -1.1; Wee1 degr inh: 5; Ba/F3 V617F tox: 27*; RBBP9 inhibitor: -1; zfTRPN1 agonist: 0.1

Screening data deposited in PubChem BioAssay by several laboratories.
